Screening data: PubChem BioAssay, several laboratories
Avidin fluor: green autofluorescence of compounds with avidin beads – biophysical, 488/530 nm, flow cytometry, artefact control, profiling panel | 0.38% of 220,000 active | compound fluorescence 488/530 nm; stronger effect = higher value | fluorescence (KMESF) at 10 µM | AID 1775, 2009; in the data active means fluorescence above about 47; further: inactives centre near 10
Rab7 wt modul: modulators of GTP binding to Rab7, primary screen, biochemical, wildtype, multiplex bead flow cytometry | AID 758, 2007 | Rab7 GTPase wild type (dog), Bodipy-FL-GTP binding | 0.055% of 190,000 active | GST-Rab7 beads, fluorescent GTP binding; actives lie on both sides; untreated = 100%, excess cold GTP = 0% | GTP binding activity (percent of control), % at 10 µM;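 active means fluorescent GTP binding to Rab7 beads changed by at least 20 points from the 100% baseline, either direction, mostly lower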;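 further: median green fluorescence of bound Bodipy-FL-GTP per Rab7 bead population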
Rac1 wt GTP bind: wildtype Rac1 GTP binding modulators, primary screen, biochemical, GST-Rac1 beads, flow cytometry, multiplex. Ras-related C3 botulinum toxin substrate 1 (Homo sapiens), P63000. fluorescent GTP binding; actives lie on both sides; 0 = cold GTP competed, 100 = untreated. GTP binding activity (% of control), % at 10 µM. 0.27% of 190,000 active. AID 757, 2007;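 active means GTP binding activity at least 20 points away from the 100% control level, either lower or higher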
Mcl1-Noxa inh: Mcl-1/Noxa binding inhibitors, primary screen, biochemical, TR-FRET, 1536-well; Induced myeloid leukemia cell differentiation protein Mcl-1 (Homo sapiens), Q07820; TR-FRET Mcl-1/Noxa peptide binding, 2 h; inhibition, % at 21.7 µM; 1.5% of 220,000 active; AID 1022, 2008;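 active means compounds that cut the protein-peptide binding signal by more than 50% relative to plate controls in a single-dose test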;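 further: His-tagged Mcl-1 with rhodamine Noxa BH3 peptide and terbium anti-His antibody; 0% = Mcl-1 plus Noxa peptide wells and 100% = peptide-only wells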
Target sequence (Q07820 whole entry, looked up): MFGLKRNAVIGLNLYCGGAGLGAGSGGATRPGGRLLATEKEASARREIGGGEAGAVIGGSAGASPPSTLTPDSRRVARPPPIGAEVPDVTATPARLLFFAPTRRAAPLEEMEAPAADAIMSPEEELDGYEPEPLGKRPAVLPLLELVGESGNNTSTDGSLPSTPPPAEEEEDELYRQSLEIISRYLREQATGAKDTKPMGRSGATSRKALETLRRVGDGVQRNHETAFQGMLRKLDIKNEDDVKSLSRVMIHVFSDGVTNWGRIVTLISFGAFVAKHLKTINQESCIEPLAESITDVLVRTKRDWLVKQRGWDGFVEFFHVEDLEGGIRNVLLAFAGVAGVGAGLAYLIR
Mcl1 Bid PPI: Mcl-1/Bid binding inhibitors, primary screen, biochemical, TR-FRET, 1536-well; Induced myeloid leukemia cell differentiation protein Mcl-1 (Homo sapiens), Q07820; TR-FRET Mcl-1/Bid-Dy647 peptide binding; inhibition, % at 21.7 µM; 0.97% of 220,000 active;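 active means compounds that cut the binding signal by more than half at the single screening dose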;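 further: His-tagged Mcl-1 with europium anti-His antibody binding Bid BH3 peptide; 0% = Mcl-1 plus peptide wells and 100% = peptide-only wells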
Cdc42 wt: modulators of GTP binding to wildtype Cdc42, primary screen, biochemical, multiplex bead flow cytometry, Bodipy-GTP; Cell division control protein 42 homolog (Homo sapiens), P60953; GST-Cdc42 beads; actives lie on both sides; percent activity (GTP binding), % at 10 µM; 0.2% of 190,000 active;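 active means percent activity GTP binding at least 20 points away from the 100% baseline, either down as inhibitor or up as activator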;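 further: median bead fluorescence of bound Bodipy-FL-GTP at 100 nM; 0% = excess unlabeled GTP control and 100% = no compound control; below 100% means less GTP binding so inhibitor and above means activator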
Target sequence (P60953 whole entry, looked up): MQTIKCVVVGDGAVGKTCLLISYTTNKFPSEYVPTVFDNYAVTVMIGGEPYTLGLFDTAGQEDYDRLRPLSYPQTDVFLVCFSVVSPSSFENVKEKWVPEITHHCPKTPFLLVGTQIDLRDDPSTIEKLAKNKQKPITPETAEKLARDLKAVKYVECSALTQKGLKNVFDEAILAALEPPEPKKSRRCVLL
HRas wt GTP: modulators of GTP binding to HRas wildtype, primary screen, biochemical, bead-based flow cytometry, multiplex. GTPase HRas (Homo sapiens), P01112. 0.14% of 190,000 active. GST-Ras wt beads, Bodipy-FL-GTP binding; actives lie on both sides. GTP binding activity, % at 10 µM;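 active means GTP binding activity at least 20% away from the 100% baseline, either lowered as inhibitor or raised as activator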;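 further: 0% = unlabeled GTP competition control and 100% = no-compound control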
Target sequence (P01112 whole entry, looked up): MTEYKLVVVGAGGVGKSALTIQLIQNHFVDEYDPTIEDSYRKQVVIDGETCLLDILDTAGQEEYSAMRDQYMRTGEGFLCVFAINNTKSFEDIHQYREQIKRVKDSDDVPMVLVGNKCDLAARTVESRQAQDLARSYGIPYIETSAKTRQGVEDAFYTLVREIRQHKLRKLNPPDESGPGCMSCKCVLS
Rac1 mut GTP: GTP binding modulators of activated mutant Rac1, primary screen, biochemical, bead-based flow cytometry, multiplex, fluorescent GTP; 0.11% of 190,000 active; percent activity (GTP binding), % at 10 µM; GST-Rac1 activated beads; actives lie on both sides; 100% means binding = to untreated wells; Ras-related C3 botulinum toxin substrate 1 (Homo sapiens), P63000;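 active means GTP binding at least 20 percentage points away from the 100% baseline, in either direction, so actives lie on both sides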
GSH bead fluor: compound fluorescence on glutathione beads, profiling panel, artefact control, biophysical, 488/530 nm, flow cytometry | GSH beads flow cytometry, compound fluorescence 488/530 nm; stronger effect = higher value | fluorescence (KMESF) at 10 µM | 0.25% of 190,000 active; in the data active means fluorescence above about 89;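 further: glutathione beads carrying GST-tagged Bcl family fusion proteins plus one bare bead set; values are compound well signal with DMSO vehicle wells as background; inactives centre near 16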
Rab2 wt GTP: modulators of GTP binding to Rab2A wildtype, primary screen, biochemical, dog, bead-based flow cytometry, multiplex; Ras-related protein Rab-2A (Canis lupus familiaris), P61105; GST-Rab2 wt beads, Bodipy-GTP binding; GTP binding activity, % at 10 µM; 0.19% of 190,000 active; AID 760, 2007;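 active means GTP binding activity at least 20 points away from 100%, either lowered or raised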;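 further: 0% = beads with excess unlabeled GTP and 100% = no-compound control corrected for plate trend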
Pf gamet viab: late stage P. falciparum gametocyte viability inhibitors, primary screen, ATP luminescence, HTS | inhibition, % at 10.9 µM | 0.065% of 150,000 active | P. falciparum stage V gametocytes, 24 h | AID 743093, 2013;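 active means inhibition above the mean plus 3 SD of compounds within the control limits, set per campaign, cut at about 38% in these data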;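 further: 0% = DMSO wells and 100% = medium only without gametocytes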
Starred values were filed as active, the others as inactive; . = no result given; & = joins results of further samples. This is a random part of the collection; any-hit rate near 3%.

1	Cc1[nH]c2ccccc2c1C(=O)C(=O)NCCCn1ccnc1
2	O=C(O)CCC(=O)Nc1ccccc1C(=O)NCc1ccco1
3	O=C(CCS(=O)(=O)c1cccc2nsnc12)N1CCN(C(=O)c2ccco2)CC1
4	COc1ccccc1/C=N/N1C(=O)C(CC(=O)Nc2ccc([N+](=O)[O-])cc2OC)SC1=Nc1cccc(C)c1C (centres undefined)
5	Cc1ccc2c(c1)C(=O)C(=O)N2CC(=O)OC(C)C
6	O=C(c1ccc(S(=O)(=O)N2CCOCC2)cc1)N1CCN(c2ccccn2)CC1
7	CCOc1cc(C(=O)NCCN2C(=O)S/C(=C\c3cccnc3)C2=O)cc(OCC)c1OCC
8	O=C(N/N=C/c1c[nH]c2ccc(Br)cc12)c1ccncc1

entry no.	1	2	3	4	5	6	7	8
Avidin fluor	24	13	7	21	36	7	10	25
Rab7 wt modul	105	98	106	102	101	103	104	99
Rac1 wt GTP bind	98	105	114	99	102	100	101	97
Mcl1-Noxa inh	-2	20	4	-5	14	-15	14	12
Mcl1 Bid PPI	-17	-10	-26	-29	-10	-23	-23	-3
Cdc42 wt	94	103	104	96	105	101	99	103
HRas wt GTP	98	102	104	97	103	98	100	96
Rac1 mut GTP	95	100	101	96	101	95	97	99
GSH bead fluor	12	26	9	10	13	14	14	9
Rab2 wt GTP	95	101	103	98	102	100	100	93
Pf gamet viab	0	11	.	.	.	-6	8	-8

9	COc1cc(C(=O)NC(=S)Nc2ccc([N+](=O)[O-])cc2)cc(OC)c1OC
10	CCCC(=O)Oc1ccc(N(C(=O)CCC)S(=O)(=O)c2cccc([N+](=O)[O-])c2)cc1
11	COc1ccc(CNc2nc(-c3cccnc3)nn2C(=O)CC(C)C)cc1
12	COc1ccc(OCC(=O)NC(=S)Nc2ccc3c4c(cccc24)CC3)cc1
13	O=C(c1cccs1)N1N=C(c2ccccc2)CC1c1ccccc1 (centres undefined)
14	COc1cc2c(O)c3c(c(-c4ccc5c(c4)OCO5)c2cc1OC)C(=O)OC3
15	CN(C)S(=O)(=O)Nc1ccc(Br)cc1F
16	Cn1c(=O)oc2cc(S(=O)(=O)NCCC(=O)Nc3ccc4c(c3)OCCO4)ccc21

entry no.	9	10	11	12	13	14	15	16
Avidin fluor	15	16	8	5	18	34	19	12
Rab7 wt modul	96	97	99	94	101	92	103	98
Rac1 wt GTP bind	104	98	97	102	101	90	101	99
Mcl1-Noxa inh	26	15	10	16	3	28	-7	19
Mcl1 Bid PPI	-9	-26	11	-5	4	-34	13	-24
Cdc42 wt	98	98	98	92	99	92	97	101
HRas wt GTP	97	97	95	94	101	93	98	101
Rac1 mut GTP	99	97	94	91	99	92	97	100
GSH bead fluor	8	8	14	23	31	13	32	24
Rab2 wt GTP	99	96	101	92	100	91	100	101
Pf gamet viab	-31	.	.	-4	.	.	.	-25

17	CCN(Cc1ccccc1)C(c1ccccn1)c1nnnn1C1CCCCC1 (centres undefined)
18	CCOC(=O)c1c(NC(=O)CSc2nnc(CNc3ccc(Cl)cc3)o2)sc(C)c1C
19	C=CCn1c(SCn2nnc3ccccc3c2=O)nnc1-c1ccc(Br)cc1
20	O=C(CN1CCN(c2ccccc2)CC1)N1N=CCC1c1ccccc1 (centres undefined)
21	COCC1CCCCN1Cc1cn[nH]c1-c1ccc(OC)cc1OC (centres undefined)
22	Cc1ccc(/C=N/N2CCN(Cc3ccccc3)CC2)s1
23	COc1c(C)cccc1C(=O)Nc1ccc(CN2CCOCC2)cc1
24	CCCCNC(=S)N(C)/N=C/c1ccc(F)cc1

entry no.	17	18	19	20	21	22	23	24
Avidin fluor	5	21	4	8	12	14	14	4
Rab7 wt modul	102	102	101	103	107	107	101	101
Rac1 wt GTP bind	106	101	101	105	104	116	106	103
Mcl1-Noxa inh	-1	3	-8	5	-10	-7	-21	1
Mcl1 Bid PPI	0	-9	-25	-35	-43	-35	7	-31
Cdc42 wt	103	99	103	102	97	109	102	101
HRas wt GTP	102	99	101	102	103	108	102	100
Rac1 mut GTP	97	99	99	98	99	103	99	104
GSH bead fluor	17	12	11	59	12	14	36	8
Rab2 wt GTP	99	96	101	100	101	108	99	99
Pf gamet viab	.	.	.	.	-22	-29	21	-36

In the list so far, these contain bromine:
8	O=C(N/N=C/c1c[nH]c2ccc(Br)cc12)c1ccncc1
15	CN(C)S(=O)(=O)Nc1ccc(Br)cc1F
19	C=CCn1c(SCn2nnc3ccccc3c2=O)nnc1-c1ccc(Br)cc1

entry no.	8	15	19
Avidin fluor	25	19	4
Rab7 wt modul	99	103	101
Rac1 wt GTP bind	97	101	101
Mcl1-Noxa inh	12	-7	-8
Mcl1 Bid PPI	-3	13	-25
Cdc42 wt	103	97	103
HRas wt GTP	96	98	101
Rac1 mut GTP	99	97	99
GSH bead fluor	9	32	11
Rab2 wt GTP	93	100	101
Pf gamet viab	-8	.	.

Carrying on.
25	CCCCCn1c(SCCCC)nc2c1c(=O)[nH]c(=O)n2C
26	Cn1c(=O)n(CC(=O)O)c(=O)c2c1nc1n2CCS1
27	Cc1ccc2nc(SCCC#N)nc(C)c2c1
28	COc1cc2c(cc1OC)C(C)N(C(=O)Cn1ncc3c1-c1cc(C)ccc1OC3)CC2 (centres undefined)
29	c1ccc(CN2CCN(CCN3CCn4c3nc3ccccc34)CC2)cc1
30	Cc1ccc(SCc2cc(=O)[nH]c(N3CCOCC3)n2)cc1
31	COc1ccc(Nc2c(C)cccc2C)cc1
32	COc1ccc(C)cc1NC(=O)CSc1nnnn1Cc1ccccc1

entry no.	25	26	27	28	29	30	31	32
Avidin fluor	8	28&2	7	5	23	14	15	37
Rab7 wt modul	96	100	104	97	103	93	99	101
Rac1 wt GTP bind	99	99	104	99	97	97	103	107
Mcl1-Noxa inh	-1	5&11	-21	20	17	12	-3	21
Mcl1 Bid PPI	10	-7&-14	-10	-22	-32	-32	-24	-4
Cdc42 wt	99	98	102	99	102	102	100	105
HRas wt GTP	98	100	103	98	98	100	99	104
Rac1 mut GTP	98	98	102	96	98	99	98	101
GSH bead fluor	5	23	15	23	10	23	17	17
Rab2 wt GTP	98	98	104	97	100	98	101	104
Pf gamet viab	-37	3	18	.	26	-49	13	.

33	CC1(C)CC(NC(=O)CCc2ccccc2)CC(C)(C)N1
34	COc1cc2nc(-c3ccc(Br)o3)oc(=O)c2cc1OC
35	c1cnc(NC2CCCCCC2)nc1
36	C/C(CC(=O)NC1CCCC1)=N\NC(=O)c1ccc([N+](=O)[O-])c(Cl)c1
37	COC(=O)C1C(O)=C(C=Nc2ccc(N)cc2)C(=O)CC1(C)C (centres undefined)
38	Cc1ccc(C(=O)NCCc2csc(C)n2)cc1
39	CCCCC(=O)Nc1ccc(C(=O)NNC(=S)NC(=O)c2ccccc2[N+](=O)[O-])cc1
40	COCCNc1oc(-c2cccs2)nc1S(=O)(=O)c1ccc(C)cc1

entry no.	33	34	35	36	37	38	39	40
Avidin fluor	6	9	8	4	5	7	9	7
Rab7 wt modul	103	98	98	100	103	98	105	101
Rac1 wt GTP bind	100	98	100	111	102	104	95	93
Mcl1-Noxa inh	20	20	-1	13	13	20	-19	14
Mcl1 Bid PPI	-17	2	-2	-7	-59	-13	-52	-32
Cdc42 wt	104	96	102	107	99	101	92	93
HRas wt GTP	105	95	102	104	98	102	96	95
Rac1 mut GTP	100	99	101	103	100	101	92	94
GSH bead fluor	24	12	11	11	4	20	10	8
Rab2 wt GTP	105	94	101	101	101	99	95	98
Pf gamet viab	.	.	-26	-24	-23	.	-1	-19

41	O=C(COC(=O)CSCC(=O)N1CCCCC1)Nc1ccc(Cl)cc1
42	COc1ccc(CCN(C)CCN2C(=O)c3ccccc3C2=O)cc1OC
43	COc1ccc(NC(=O)C(c2ccc(C)cc2)N(C)C(=O)CNC(C)=O)cc1 (centres undefined)
44	COc1ccc(-n2c(C)nn(CCOc3ccccc3)c2=O)cc1
45	CC(C)COn1c(=S)[nH]c2ccccc2c1=O
46	O=C1CC(c2ccc(S(=O)(=O)N3CCN(c4ccccc4)CC3)cc2)CN1 (centres undefined)
47	CCCn1cnc2c(N)c(C)c(C)cc21
48	Cc1nc(C(=O)NC(C)C)nn1-c1cc(Cl)cc(Cl)c1

entry no.	41	42	43	44	45	46	47	48
Avidin fluor	8	7	7	8	21	11	17	11
Rab7 wt modul	99	94	99	106	102	91	93	92
Rac1 wt GTP bind	101	95	107	96	96	97	97	97
Mcl1-Noxa inh	-1	-7	-7	12	12	2	2	12
Mcl1 Bid PPI	-35	-9	-32	-9	-59	-13	-124	-40
Cdc42 wt	105	95	102	100	99	99	99	98
HRas wt GTP	102	95	102	98	101	98	97	97
Rac1 mut GTP	101	92	101	92	94	94	97	100
GSH bead fluor	69	37	42	13	10	23	54	15
Rab2 wt GTP	102	96	100	96	100	97	96	95
Pf gamet viab	-1	-2	.	3	19	.	-10	.

49	Cc1ccc(S(=O)(=O)n2nc(-c3ccc(Cl)cc3)nc2NCc2ccco2)cc1
50	Cc1cc(C(=O)Nc2nc3ccc(S(C)(=O)=O)cc3s2)c(C)o1
51	O=C1C=C(N(CCO)CCO)C2(CCCCC2)O1
52	Cc1cc(C)c(S(C)(=O)=O)c(S(=O)(=O)c2ccc(Cl)cc2)n1
53	COc1cc(C2C3=C(CCCC3=O)Nc3[nH]n(-c4ccccc4)c(=O)c32)ccc1O (centres undefined)
54	O=C(CSc1nnc(-c2ccccc2)n1-c1ccccc1)c1cccs1

entry no.	49	50	51	52	53	54
Avidin fluor	12	6	8	14	16	13
Rab7 wt modul	98	98	95	99	109	97
Rac1 wt GTP bind	97	102	94	99	103	100
Mcl1-Noxa inh	15	-3	-13	-6	14	-5
Mcl1 Bid PPI	12	-17	-4	-5	-16	-34
Cdc42 wt	96	101	94	101	104	103
HRas wt GTP	97	101	95	102	105	102
Rac1 mut GTP	96	97	95	99	101	98
GSH bead fluor	33	24	25	24	21	21
Rab2 wt GTP	97	100	95	103	106	100
Pf gamet viab	1	.	20	.	10	-32
